# MBD2 inh – MBD2-methylated oligo binding inhibition; Q9UBB5; TR-FRET, MBD2 binding to methylated oligonucleotide; inhibition, % at 4.4 µM; actives 0.31% (n = 370,000); in the data active = inhibition above about 13%
# Target sequence (Q9UBB5 whole entry, looked up): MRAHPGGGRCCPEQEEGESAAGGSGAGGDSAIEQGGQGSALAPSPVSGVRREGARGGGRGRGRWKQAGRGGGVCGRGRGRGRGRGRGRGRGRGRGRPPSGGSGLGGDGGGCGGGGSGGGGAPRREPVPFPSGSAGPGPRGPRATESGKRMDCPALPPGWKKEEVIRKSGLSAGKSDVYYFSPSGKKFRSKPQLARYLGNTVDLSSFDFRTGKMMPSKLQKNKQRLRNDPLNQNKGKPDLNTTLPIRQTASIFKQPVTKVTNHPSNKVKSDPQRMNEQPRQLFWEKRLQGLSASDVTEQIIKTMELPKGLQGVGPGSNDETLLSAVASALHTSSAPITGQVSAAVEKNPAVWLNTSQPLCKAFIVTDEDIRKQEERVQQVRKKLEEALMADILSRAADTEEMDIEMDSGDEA
# DDE Tn6 FP inh – disrupts Tn6 cyclic peptide binding to fibrin D-Dimer-E complex; Fibrin DD(E) TRITC-Tn6 fluorescence polarization displacement; inhibition, % at 8.3 µM; P02675; actives 0.21% (n = 370,000);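 active = inhibition above a per-campaign cutoff: mean of compounds within control limits plus 3 SD, cut at about 15% in these data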;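 note: 0% = median of all compound wells on the plate and 100% = blocking peptide control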
# UHRF1 MBD2 ctr – UHRF1 methyl-DNA binding inhibition; UHRF1 binding to methylated oligo, TR-FRET; actives 0.75% (n = 370,000); AID 687016; Q96T88; inhibition, % at 4.4 µM; in the data active = inhibition above about 21%;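 note: UHRF1 SRA domain binding a hemimethylated CpG hairpin DNA probe; 0% = median of test compound wells and 100% = reference inhibitor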
# Tn7 DDE FP – inhibitors of Tn7 peptide binding to human fibrin DD(E) | P02675 | actives 0.13% (n = 370,000) | inhibition, % at 8.3 µM | FP displacement of FITC-Tn7 peptide from fibrin DD(E); 0% = median of compound wells per plate | AID 720508;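 active = inhibition above the mean of compounds falling within the control limits plus 3 SD of them, cut at about 14% in these data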;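 note: 0% = plate median of compound wells and 100% = 10 µM Aha-Tn7 peptide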
#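 Assay system: human fibrin DD(E). Input: DD(E) 2 µM final. Medium: Tris buffer with calcium and detergent, pH 7.8. Compound dosing: single point at 8.3 µM. Timing: 10 min plus 3 h, room temperature. Technique: fluorescence polarization of the labelled Tn7 tracer. Read-out: percent inhibition. Replicates: singlicate testing.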
# KLK7 zymogen act – proKLK7 (human) activation, primary screen. P49862. purified proKLK7, EDANS-DABCYL substrate fluorescence; 100% is mature enzyme control, 0% vehicle. activation, % at 7 µM. actives 0.9% (n = 370,000). AID 652039;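 active = activation above the mean of all tested compounds plus 3 SD, computed per campaign excluding outliers beyond control limits, cut at about 13% in these data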
# TDP2 inh – blocks human TDP2 phosphodiesterase activity; inhibition, % at 12.8 µM; recombinant TDP2, T5PNP hydrolysis, p-nitrophenol absorbance 415 nm; actives 0.34% (n = 370,000);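 active = inhibition above the mean of all tested compounds plus 3 SD, set per campaign, cut at about 25% in these data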;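 note: 0% = DMSO with enzyme and 100% = buffer with substrate but no TDP2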
#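 System – recombinant human TDP2 · Amount – 120 nM TDP2 per well · Buffer or medium – Mg2+-containing Tris-HCl buffer, pH 7.5 · Reagent – T5PNP substrate, 5 mM · Dosing – 12.8 µM single point, 1% DMSO · Incubation – 2 h at 37 °C · Measured by – epi absorbance · Read-out basis – percent inhibition · Benchmarks – high control without enzyme, low control DMSO plus TDP2 · Repeats – singlicate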
# LEDGF integ inh – blocks HIV-1 LEDGF/p75-dependent DNA integration. inhibition, % at 3.7 µM. AID 743269. TR-FRET IN-LEDGF/p75 DNA integration, Eu/Cy5. actives 0.64% (n = 370,000);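 active = inhibition above the screen-wide mean plus 3 SD, cut at about 13% in these data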;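 note: signal is the Cy5 over europium emission ratio at 671 and 618 nm; 0% = plate median of compound wells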
# TCR-CD3 inh – human TCR-CD3 binding inhibition; TAMRA-labeled TCR probe fluorescence, biochemical; inhibition, % at 9.4 µM; actives 0.37% (n = 360,000); AID 651800; in the data active = inhibition above about 19%;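 note: recombinant mutant TCR 2C K166C tagged with TAMRA read by polarization; 0% = receptor in buffer alone and 100% = receptor with positive control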
# SIAE primary – blocks human sialic acid acetylesterase. SIAE FP-Rh probe binding, fluorescence polarization. inhibition, % at 9.66 µM. actives 0.69% (n = 370,000). AID 1053197;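 active = inhibition above a cutoff: mean of compounds within the control limits plus 3 SD of those, cut at about 17% in these data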;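 note: 0% = plate median of compound wells and 100% = probe without SIAE protein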
# Target sequence (Q9HAT2 whole entry, looked up): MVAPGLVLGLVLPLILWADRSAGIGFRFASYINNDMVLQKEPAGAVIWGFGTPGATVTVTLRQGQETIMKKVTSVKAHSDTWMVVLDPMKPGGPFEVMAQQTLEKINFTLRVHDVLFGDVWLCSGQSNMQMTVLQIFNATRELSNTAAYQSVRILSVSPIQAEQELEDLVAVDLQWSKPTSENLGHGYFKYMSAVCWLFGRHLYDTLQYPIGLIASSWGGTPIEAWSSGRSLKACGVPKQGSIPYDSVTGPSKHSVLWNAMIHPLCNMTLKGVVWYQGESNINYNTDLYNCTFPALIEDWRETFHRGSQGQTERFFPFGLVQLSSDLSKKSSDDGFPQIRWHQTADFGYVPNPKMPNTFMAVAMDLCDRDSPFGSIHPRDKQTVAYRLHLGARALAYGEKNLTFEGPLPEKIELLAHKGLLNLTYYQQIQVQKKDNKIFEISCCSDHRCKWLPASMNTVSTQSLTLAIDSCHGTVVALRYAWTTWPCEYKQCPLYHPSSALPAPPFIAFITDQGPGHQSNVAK
# PRMT1 FP inh – PRMT1 (human) inhibition, primary screen. Q99873. recombinant PRMT1, activity-based probe fluorescence polarization. inhibition, % at 2.79 µM. actives 1.3% (n = 370,000);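 active = inhibition above about 21% made by adding two undisclosed values, limit read from the data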
# Starred values were filed as active, the others as inactive; / = no result given; & = joins results of further samples.
item	MBD2 inh	DDE Tn6 FP inh	UHRF1 MBD2 ctr	Tn7 DDE FP	KLK7 zymogen act	TDP2 inh	LEDGF integ inh	TCR-CD3 inh	SIAE primary	PRMT1 FP inh	smiles
1	1.6	-1.3	-1.4	-1.1	-0.8	11.4	-0.3	8.4	0.0	0.7	O=C(NCCc1ccccn1)c1cc2ccccc2o1
2	2.3	-1.0	-2.7	-4.6	0.5	-1.5	0.9	-9.8	1.5	-0.8	Cc1ccc(C(=O)NCC(=O)OC(C)C(=O)NC2CCCCC2C)cc1C (centres undefined)
3	4.4	0.3	4.9	1.4	-0.8	-17.9	0.0	-17.8	-5.2	13.0	Cc1c(C(=O)NCC(C)C)sc2nc(-c3ccc(F)cc3)cn12
4	-0.6	-0.8	0.7	-3.0	-0.2	0.4	-5.2	-3.0	-4.4	7.7	COc1ccc(O)c(C(=O)c2cnn(-c3ccc(Cl)cc3)c2)c1
5	0.0	-0.9	-0.3	7.2	0.0	-0.5	-2.3	/	2.2	3.0	Cc1ccc(-n2c(SCC(=O)c3ccc4ccccc4c3)nnc2-c2cccnc2)cc1
6	-7.2	12.4	-12.9	3.9	0.8	15.8	0.6	15.9	-5.5	10.5	CCOC(=O)CCC(=O)NCc1ccc2c(c1)cc(C)n2C
7	2.7	-2.2	-3.3	-3.7	0.2	4.0	-0.7	2.0	-0.3	-1.4	CCOC(=O)C1CCN(C(=O)C(CCSC)NC(=O)c2ccccc2OC)CC1 (centres undefined)
8	0.2	-3.7	4.3	-9.2	-0.2	8.7	-1.5	-7.6	-0.9	7.8	CCOC(COC(=O)c1ccccc1C(=O)O)c1ccccc1 (centres undefined)
9	-5.8	-5.7	-5.1	-0.7	0.2	2.7	1.4	5.6	-2.0	-3.9	O=C(NCc1ccc2c(c1)OCO2)C12CC3CC(CC(C3)C1)C2
10	-1.5	-4.5	-0.9	8.4	0.0	4.7	-0.6	2.6	2.0	9.4	N=C1N(c2ccccc2)C(=S)C(=Nc2ccccc2)N1c1ccccc1
11	3.8	5.8	8.0	-1.0	-0.3	0.8	-0.6	5.4	2.8	0.5	COc1cc(/C=C2\CC/C(=C\c3cc(OC)c(OC)c(OC)c3)C2=O)cc(OC)c1OC
12	6.4	-9.5	1.5	-0.9	0.2	-12.9	-0.3	-0.4	1.2	-1.4	COc1cccc(-c2cnc(C(O)c3cccc(C)c3C)[nH]2)c1 (centres undefined)
13	-0.6	3.0	0.3	-2.0	-0.9	0.9	-2.2	6.8	0.2	-3.0	Cc1ccc(C(=O)O/N=C(\N)c2ccc(Br)cc2)cc1C
14	-3.4	-0.7	0.0	-6.4	0.5	7.8	0.0	5.8	-2.0	3.4	Cc1ccc(C)c(S(=O)(=O)N2CCN(C(=O)Cc3sc(C)nc3-c3ccc(F)cc3)CC2)c1
15	-2.0	-0.5	1.6	-1.4	-0.7	4.5	-2.4	-3.2	2.9	2.1	CCCCNC(=O)CN(Cc1ccco1)S(=O)(=O)c1ccc(C(C)=O)cc1

# The list goes on.
item	MBD2 inh	DDE Tn6 FP inh	UHRF1 MBD2 ctr	Tn7 DDE FP	KLK7 zymogen act	TDP2 inh	LEDGF integ inh	TCR-CD3 inh	SIAE primary	PRMT1 FP inh	smiles
16	1.2	-3.0	5.6	-2.9	-0.3	-9.9	1.7	0.9	-8.2	-2.4	C#Cc1cccc(NC(=O)c2ccc3c(c2)C(=O)N(Cc2cccnc2)C3=O)c1
17	2.3	0.2	5.6	-0.9	0.4	-4.4	0.0	-7.1	-6.9	8.4	CCOc1ccc(N2C(=O)c3cccnc3C2Nc2ccc(Cl)cc2)cc1 (centres undefined)
18	0.0	1.0	0.9	-4.2	0.5	-16.1	1.3	-10.0	-2.2	5.6	CCOC(=O)N1CCC(NC(=O)C2CCN(Cc3nc(-c4ccc(CC)cc4)oc3C)CC2)CC1
19	0.7	-3.0	-2.7	-2.0	0.6	4.3	1.7	10.3	-8.5	-0.7	CCOc1ccc(-c2nc(CN3CCCC(C(=O)N4CCOCC4)C3)c(C)o2)cc1 (centres undefined)
20	-1.1	10.5	-0.5	3.8	0.7	3.9	0.1	/	3.6	9.2	COc1cccc(CNC(=O)CN2CCCc3ccccc32)c1OC
21	-0.7	-1.2	-6.8	6.9	-0.1	7.0	1.7	5.7	5.9	0.0	Oc1c(CN2CCN(c3ccccc3)CC2)cc(Br)c2cccnc12
22	-3.5	2.0	-0.6	-9.9	-0.1	10.4	0.2	-0.2	-0.5	-0.9	CC(C)(C)NC(=S)NC(=O)C12CC3CCC(CC(C3)C1)C2
23	-2.7	7.0	-0.7	-2.4	-4.1	0.1	0.9	-8.8	11.0	-0.7	CN(C)C(=O)c1c(-c2ccccc2)oc2ccc(O)cc12
24	0.4	0.3	0.8	2.9	-0.7	-13.9	-1.3	-1.2	-1.2	0.2	COC(=O)C(C(=O)OC)C(c1ccccc1)C(C(=O)c1ccccc1)[N+](=O)[O-] (centres undefined)
25	3.0	2.5	1.0	9.4	0.6	-1.2	-5.2	-5.7	2.0	5.4	Cc1c(CNCCC2=CCCCC2)c(C(=O)O)c(C)n1Cc1ccccc1
26	-0.3	-1.3	-2.0	-0.3	0.4	6.3	-2.0	2.6	-8.2	1.7	Cn1c(=O)c2c(nc(/C=C/c3cccc(Cl)c3)n2C)n(C)c1=O
27	-0.4	3.5	1.4	-4.0	-12.8	-6.3	-3.1	-2.7	-5.1	-3.3	COc1cccc(CN(C)CC(=O)Nc2cc3oc4ccccc4c3cc2OC)c1
28	6.1	0.1	2.4	8.3	0.7	-2.4	-1.1	0.6	-3.7	1.2	CC1(C(=O)NC2CCCCC2)CCC(=O)N1C1CCN(Cc2ccccc2)CC1 (centres undefined)
29	-0.2	1.5	1.5	-0.8	1.1	-3.0	4.3	-5.4	9.9	35.5*	O=C(NC1CCC(O)CC1)c1ccc(-c2ccc([N+](=O)[O-])cc2)o1 (centres undefined)
30	-7.4	-7.7	2.3	2.7	0.6	-0.2	1.4	-1.7	7.0	2.1	O=C(c1ccco1)N1CCN(C(c2ccc(Cl)cc2)c2nnnn2Cc2ccccc2)CC1 (centres undefined)

# (listing goes on)
item	MBD2 inh	DDE Tn6 FP inh	UHRF1 MBD2 ctr	Tn7 DDE FP	KLK7 zymogen act	TDP2 inh	LEDGF integ inh	TCR-CD3 inh	SIAE primary	PRMT1 FP inh	smiles
31	0.4	10.5	1.2	-2.5	-1.1	-5.7	-0.3	1.5	-5.7	1.6	Cc1cccc(NC2=NCC(=O)N2Cc2cccs2)c1
32	-0.7	3.7	2.6	-12.4	-0.5	4.8	-2.7	-2.3	0.2	0.2	CC(C)CCN(C(=O)C1CCCC1)c1c(N)n(Cc2ccccc2)c(=O)[nH]c1=O
33	2.9	1.8	0.0	-0.6	0.2	9.8	-0.9	-1.3	5.1	0.1	COCCn1nnnc1C(c1ccccc1OC)N1CCN(c2ccccc2)CC1 (centres undefined)
34	-0.2	-4.2	0.9	-1.4	0.2	3.5	-4.4	-7.6	-1.0	-1.4	Nc1nc(Cl)cc(=O)n1Cc1ccc(Cl)cc1
35	2.8	-8.0	-0.3	2.3	-0.1	2.8	1.8	2.3	1.2	2.0	COc1cccc(/C=N/NC(=O)c2cc(-c3cccn3C)n[nH]2)c1
36	-1.0	-1.4	-1.3	0.8	-0.3	-3.7	-4.9	0.6	2.4	4.5	Cc1cccc(C)c1N=C1NN=C(c2ccccc2F)CS1
37	-6.9	-2.4	-1.6	-1.7	-0.2	-14.2	5.0	0.3	-1.7	-5.3	CC1(C)OC(=O)C2=C(CC(CCc3ccccc3)OC2c2ccc(Cl)cc2)O1 (centres undefined)
38	1.9	-4.6	0.4	1.0	0.3	12.0	-6.0	-10.6	-1.6	1.6	CC1CCN(C(=O)CC#N)CC1
39	-1.0	-3.7	1.1	13.6	0.1	3.4	-1.3	4.5	7.1	1.7	COc1cc(CCC(=O)OCC(=O)c2ccc[nH]2)cc(OC)c1OC
40	-6.5&6.2	-0.9&-5.1	1.7&1.6	-2.1&0.4	0.5&1.0	-14.2&-4.6	-2.1&0.5	4.8&-11.4	-15.4&-18.9	-6.9&6.6	Cc1ccc(C(=O)Nc2cccc(C(F)(F)F)c2)cc1NC(=O)c1ccno1
41	-1.4	-0.7	-1.7	0.4	0.4	3.1	-2.3	-4.6	5.6	1.3	C=CCNC(=O)c1onc(CSc2ccc(C)c(C)c2)c1C(=O)O
42	-2.7	-2.1	0.8	-1.0	0.4	-12.6	-3.4	0.9	-2.3	-1.2	Cn1c(=O)[nH]c(=O)c2c1nc(N1CCOCC1)n2CCCSc1ncccn1

# Of the compounds above, 6 have a furan ring, fused or not:
item	MBD2 inh	DDE Tn6 FP inh	UHRF1 MBD2 ctr	Tn7 DDE FP	KLK7 zymogen act	TDP2 inh	LEDGF integ inh	TCR-CD3 inh	SIAE primary	PRMT1 FP inh	smiles
1	1.6	-1.3	-1.4	-1.1	-0.8	11.4	-0.3	8.4	0.0	0.7	O=C(NCCc1ccccn1)c1cc2ccccc2o1
15	-2.0	-0.5	1.6	-1.4	-0.7	4.5	-2.4	-3.2	2.9	2.1	CCCCNC(=O)CN(Cc1ccco1)S(=O)(=O)c1ccc(C(C)=O)cc1
23	-2.7	7.0	-0.7	-2.4	-4.1	0.1	0.9	-8.8	11.0	-0.7	CN(C)C(=O)c1c(-c2ccccc2)oc2ccc(O)cc12
27	-0.4	3.5	1.4	-4.0	-12.8	-6.3	-3.1	-2.7	-5.1	-3.3	COc1cccc(CN(C)CC(=O)Nc2cc3oc4ccccc4c3cc2OC)c1
29	-0.2	1.5	1.5	-0.8	1.1	-3.0	4.3	-5.4	9.9	35.5*	O=C(NC1CCC(O)CC1)c1ccc(-c2ccc([N+](=O)[O-])cc2)o1 (centres undefined)
30	-7.4	-7.7	2.3	2.7	0.6	-0.2	1.4	-1.7	7.0	2.1	O=C(c1ccco1)N1CCN(C(c2ccc(Cl)cc2)c2nnnn2Cc2ccccc2)CC1 (centres undefined)

# Bioassay records as filed in PubChem.
